COUP-TFII inh – inhibitors of human COUP-TFII (NR2F2); inhibition, % at 8.6 µM; HEK293T NGFI-A luciferase reporter, luminescence; 370,000 compounds, 0.7% hits;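 active = inhibition above a per-plate cutoff, mean inhibition of test wells between control levels plus 3 SD, cut at about 38% in these data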;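 note: cells cotransfected with COUP-TFII expression vector driving the NGFI-A reporter; 0% = median of COUP-TF2 test wells and 100% = reporter-only cells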
SRC1 inh – inhibits human SRC1 coactivator; Q15788; HEK293 GAL4-SRC1 luciferase reporter, luminescence; inhibition, % at 3.6 µM; 360,000 compounds, 0.12% hits;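 active = inhibition above the campaign mean plus 3 SD, with each screening campaign given its own cutoff, cut at about 60% in these data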;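 note: 0% = DMSO treated cells and 100% = gossypol at 36 µM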
LMP1 NFkB inh – reduces LMP1-driven NF-kappaB luciferase signal; LMP1-induced NF-kappaB luciferase reporter cells, luminescence; inhibition, % at 12.5 µM; 350,000 compounds, 0.69% hits; in the data active = inhibition above about 41%;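 note: 0% = neutral control wells and 100% = reference inhibitor control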
ABHD5-PLIN5 inh – blocks binding of human ABHD5 to perilipin-5 | 360,000 compounds, 0.78% hits | Split G. princeps luciferase complementation, luminescence, 4 h | inhibition, % at 4 µM;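 active = inhibition above the mean inhibition across every tested compound plus 3 SD, cut at about 22% in these data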;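 note: 0% = DMSO only wells and the 100% control is not disclosed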
NOD2 RIPK2 PPI – NOD2-RIPK2 protein interaction inhibition | CHO BLA complementation NOD2-RIPK2, CCF4 ratio | inhibition, % at 4.98 µM | 360,000 compounds, 0.38% hits | AID 624267; in the data active = inhibition above about 21%;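 note: 0% = vehicle only and 100% = reference blocker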
SRC3 inh – inhibitors of human steroid receptor coactivator 3 (SRC3). Q9Y6Q9. HEK293 GAL4-SRC3 luciferase reporter, luminescence. inhibition, % at 3.6 µM. 360,000 compounds, 0.17% hits. AID 588352;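 active = inhibition above a per-campaign cutoff, the mean of all compounds plus 3 SD, cut at about 60% in these data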;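 note: 0% = DMSO-treated cells and 100% = gossypol-treated cells at 36 µM; higher means less SRC3-driven luciferase light from the GAL4 reporter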
MC4R ag barr – human MC4R agonism via beta-arrestin | AID 540308 | U2OS MC4R beta-arrestin complementation, luminescence; percent of melanotan II response, DMSO zero | 360,000 compounds, 0.98% hits | activation, % at 8.9 µM | P32245;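 active = activation above a per-plate cutoff, the mean activation of sample wells on that plate plus 3 SD, cut at about 8% in these data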
MC4R antag cAMP – blocks human MC4R cAMP signaling; P32245; MC4R-expressing cells, MTII-stimulated cAMP, LANCE TR-FRET; inhibition, % at 6.5 µM; 360,000 compounds, 0.48% hits; AID 540295;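 active = inhibition above its plate's cutoff, the mean of tested wells on that plate plus 3 SD, cut at about 29% in these data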;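 note: 0% = Melanotan II alone and 100% = Melanotan II plus saturating MCL0020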
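Assay system: U2OS-MC4R stable cell line; Also added: Melanotan II; Technique: Eu-cAMP/anti-cAMP TR-FRET, emission 671 nm; Times: 30-min compound, 1-h challenge, 1-h detection, room temperature.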
SRC2 inh – inhibits human steroid receptor coactivator 2 | Q15596 | HEK293 GAL4-SRC2 luciferase reporter, luminescence | 370,000 compounds, 0.17% hits | inhibition, % at 9 µM | AID 651957;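 active = inhibition above the mean inhibition of all tested compounds plus 3 SD, set per campaign, cut at about 52% in these data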;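 note: 0% = DMSO treated cells and 100% = cells given Gossypol at 36 µM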
Target sequence (Q15596 whole entry, looked up, the tested form may be a part): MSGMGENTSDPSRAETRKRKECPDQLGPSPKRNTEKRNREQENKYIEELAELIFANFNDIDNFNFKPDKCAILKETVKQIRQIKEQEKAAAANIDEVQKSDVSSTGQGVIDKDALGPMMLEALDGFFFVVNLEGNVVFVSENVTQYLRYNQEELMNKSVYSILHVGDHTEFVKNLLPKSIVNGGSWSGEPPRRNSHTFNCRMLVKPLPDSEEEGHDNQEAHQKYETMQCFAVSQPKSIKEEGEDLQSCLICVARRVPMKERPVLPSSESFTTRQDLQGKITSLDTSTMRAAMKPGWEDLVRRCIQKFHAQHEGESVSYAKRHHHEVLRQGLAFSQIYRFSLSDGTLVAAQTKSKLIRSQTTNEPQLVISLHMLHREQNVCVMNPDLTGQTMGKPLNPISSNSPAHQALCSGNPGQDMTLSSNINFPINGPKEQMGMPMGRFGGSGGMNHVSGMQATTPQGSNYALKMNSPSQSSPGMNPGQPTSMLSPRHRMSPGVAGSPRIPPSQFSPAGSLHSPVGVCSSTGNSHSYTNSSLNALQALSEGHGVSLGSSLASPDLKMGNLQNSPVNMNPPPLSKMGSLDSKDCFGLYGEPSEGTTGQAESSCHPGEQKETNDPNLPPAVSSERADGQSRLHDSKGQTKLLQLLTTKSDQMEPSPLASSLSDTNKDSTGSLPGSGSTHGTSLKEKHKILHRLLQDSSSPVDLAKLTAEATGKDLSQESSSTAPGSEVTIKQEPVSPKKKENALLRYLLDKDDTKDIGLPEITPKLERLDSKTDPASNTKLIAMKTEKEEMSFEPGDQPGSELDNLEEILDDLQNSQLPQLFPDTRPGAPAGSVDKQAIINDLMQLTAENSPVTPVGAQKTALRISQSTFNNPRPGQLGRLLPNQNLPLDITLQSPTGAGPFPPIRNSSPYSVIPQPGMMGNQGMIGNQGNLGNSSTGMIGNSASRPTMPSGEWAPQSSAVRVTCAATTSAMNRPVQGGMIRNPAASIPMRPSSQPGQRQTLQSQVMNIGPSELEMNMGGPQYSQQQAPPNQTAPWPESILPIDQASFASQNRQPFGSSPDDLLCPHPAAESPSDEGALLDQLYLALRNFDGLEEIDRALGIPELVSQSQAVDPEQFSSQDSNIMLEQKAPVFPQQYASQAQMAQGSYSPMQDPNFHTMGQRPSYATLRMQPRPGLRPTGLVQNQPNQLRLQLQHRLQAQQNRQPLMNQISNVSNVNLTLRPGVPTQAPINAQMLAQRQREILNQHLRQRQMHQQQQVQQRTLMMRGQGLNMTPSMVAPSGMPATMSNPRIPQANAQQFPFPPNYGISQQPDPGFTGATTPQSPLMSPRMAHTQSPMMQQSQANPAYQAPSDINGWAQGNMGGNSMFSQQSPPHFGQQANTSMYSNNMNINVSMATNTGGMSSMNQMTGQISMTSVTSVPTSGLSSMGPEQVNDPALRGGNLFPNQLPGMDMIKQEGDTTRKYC
NR5A2 inv ag – suppresses constitutive activity of human LRH-1 | O00482 | HEK293T StAR-luciferase reporter, LRH-1 transfected, 24 h | inhibition, % at 3.6 µM | 360,000 compounds, 0.13% hits;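 active = inhibition above the mean inhibition of all tested compounds plus 3 SD, cut at about 73% in these data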;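 note: 0% = DMSO wells and 100% = reporter-only cells lacking LRH-1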
TLR9-MyD88 block – blocks human TLR9 binding to MyD88; Q9NR96+Q99836; 340,000 compounds, 0.21% hits; CHO BLA complementation TLR9-MyD88, CCF4 FRET ratio; inhibition, % at 4.98 µM;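 active = inhibition above the mean over all tested compounds plus 3 SD, cut at about 21% in these data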;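 note: 0% = DMSO only wells and 100% = clavulanate BLA inhibitor control wells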
* = called active by the depositor; x = no result given.

| COUP-TFII inh | SRC1 inh | LMP1 NFkB inh | ABHD5-PLIN5 inh | NOD2 RIPK2 PPI | SRC3 inh | MC4R ag barr | MC4R antag cAMP | SRC2 inh | NR5A2 inv ag | TLR9-MyD88 block | structure |
| --- | --- | --- | --- | --- | --- | --- | --- | --- | --- | --- | --- |
| x | -9 | -1 | -1 | -3 | 9 | -0.2 | 5 | x | -3 | -1 | CC1=C(C(=O)Nc2ccccc2)C(c2ccco2)C(C#N)=C(SCC(=O)OC(C)C)N1 (stereo not given) |
| 9 | -3 | -5 | -1 | 2 | 2 | -0.4 | -6 | 3 | -13 | 8 | COc1cccc(C2=NOC(C(=O)N3CCc4ccccc4C3)C2)c1 (stereo not given) |
| 18 | -51 | 5 | 0 | -15 | 5 | 1.1 | 24 | -18 | -7 | -2 | CCOC(=O)C1CCCN(C(=O)C2CCCN(S(C)(=O)=O)C2)C1 (stereo not given) |
| -15 | -16 | 7 | 3 | 8 | 1 | -2.1 | 11 | -14 | -2 | 1 | Cc1[nH]c2ccccc2c1C(=O)C(=O)NCc1ccncc1 |
| 1 | -4 | 8 | -4 | 4 | 8 | -2.7 | 4 | -9 | -29 | 3 | COc1ccc(S(=O)(=O)Nc2cccc3c2O[C@H](CN(C)C(=O)Nc2ccc(C(F)(F)F)cc2)[C@@H](C)CN([C@H](C)CO)C3=O)cc1 |
| 4 | 0 | -2 | -6 | -10 | 2 | -2.2 | 3 | -48 | 12 | -9 | Cc1ccc(C(=O)N2CCC3CC2c2cc(-c4ccc5c(c4)OCO5)ccc23)cc1 (stereo not given) |
| 0 | -40 | -3 | 11 | -3 | -37 | -3.0 | -2 | -50 | -14 | 13 | CN(C)CCN(C(=O)c1cccc(N2C(=O)CCC2=O)c1)c1nc2ccc(Br)cc2s1 |
| -7 | -8 | -3 | -9 | 9 | 11 | 2.5 | 8 | -59 | -6 | -4 | NNC(=O)CSc1c(-c2cccs2)[nH]c2ccccc12 |
| -12 | 1 | -8 | -5 | 4 | 6 | -0.5 | 3 | 14 | 13 | -3 | Cc1nn(C(=O)C(C)N2C(=O)c3ccccc3C2=O)c(C)c1Br (stereo not given) |
| -3 | -11 | -14 | -3 | -7 | 3 | -0.5 | 4 | -7 | -4 | 17 | Brc1ccc(CSc2nnc(Cc3c[nH]c4ccccc34)o2)cc1 |
| -20 | -9 | 1 | 3 | -3 | 9 | -2.0 | 6 | -19 | 9 | -5 | O=C(Cn1cnc2c(oc3ccccc32)c1=O)NCCc1ccccc1 |
| 3 | -2 | -13 | -1 | 5 | 5 | 0.1 | 8 | -37 | -1 | 1 | O=C(Nc1c(F)cc(F)cc1Br)c1cc2nc(C(F)F)cc(C(F)F)n2n1 |
| -12 | -32 | 1 | 2 | 2 | 1 | -1.1 | -2 | 16 | 11 | 9 | O=[N+]([O-])c1ccc(Sc2ccccn2)nc1 |
| 1 | -1 | 3 | 7 | 3 | -3 | 1.1 | 8 | 19 | 2 | -10 | CC(=O)Nc1ccc(S(=O)(=O)NCC(=O)OCC(=O)NNC(=O)c2ccccc2)cc1 |
| 7 | 1 | 11 | -1 | 3 | -10 | 2.8 | 8 | 3 | 12 | 5 | O=C(NCCN1CCN(C(=O)c2cccs2)CC1)C(=O)Nc1ccc(Br)cc1 |
| 19 | 11 | 22 | -7 | -1 | 30 | -5.5 | 0 | 10 | 7 | -4 | COc1ccc(Cc2[nH]n3c(=O)cc(C(C)C)nc3c2-c2ccccc2)cc1 |
| 14 | 1 | -2 | -5 | 9 | 22 | 1.1 | 5 | 5 | 13 | 11 | CCOC(=O)c1sc(-c2cccc(C(F)(F)F)c2)nc1O |
| 0 | -11 | 2 | 4 | 8 | 23 | -1.6 | 8 | 11 | 3 | 9 | O=C(CSc1nnc2c(n1)[nH]c1ccccc12)OCc1ccccc1 |
| -16 | -23 | -16 | 4 | -4 | -4 | -1.7 | 4 | -46 | -46 | -6 | COc1ccc(-c2nnc(NC(=O)C3CC3)o2)cc1 |
| 16 | -10 | -2 | -8 | -12 | -9 | -1.4 | 1 | 0 | -7 | -8 | O=c1cc(N2CCN(c3ccccc3)CC2)[nH]c(=O)n1-c1ccccc1Cl |
| -30 | -65 | -30 | -3 | -6 | -55 | -0.1 | -13 | -65 | -77 | 13 | COc1ccccc1NC(=O)/C=C/c1ccc2c(c1)OCO2 |
| -6 | 4 | -1 | -16 | 3 | -13 | 0.9 | 0 | 12 | -14 | 2 | COc1ccc(OCCCC(=O)OCC(=O)c2ccc3c(c2)NC(=O)CO3)cc1 |
| 0 | -5 | -2 | 6 | -1 | -8 | -2.8 | 7 | -18 | -7 | -3 | CC(Oc1ccccc1F)C(=O)NNC(=O)c1ccc(-n2cncn2)c([N+](=O)[O-])c1 (stereo not given) |
| 7 | -3 | 5 | 10 | -2 | 8 | 1.0 | 7 | 1 | 13 | 2 | CCOP(=O)(OCC)C(Nc1ccccc1)c1ccccc1C(F)(F)F (stereo not given) |
| -15 | -6 | 2 | 1 | -17 | -8 | -1.6 | 4 | 13 | -13 | -4 | COc1ccc(C(CNC(=O)c2cccc(S(=O)(=O)NCc3ccccc3)c2)N(C)C)cc1 (stereo not given) |
| -23 | -66 | -29 | 6 | -5 | -61 | -0.3 | 0 | -32 | -59 | -9 | O=C(CSc1nnc(-c2ccc(Cl)cc2)o1)N1CCOCC1 |
| -18 | -12 | -7 | 3 | 12 | -3 | -0.3 | 2 | -3 | 5 | 8 | Cc1cccc(N=Cc2c(O)cc(C)oc2=O)c1 |
| -9 | -7 | -10 | -2 | -5 | -18 | -2.3 | 5 | -12 | 6 | 0 | CCOC(=O)C1CCNC(=O)C1=O (stereo not given) |
| 18 | -5 | 13 | 9 | -4 | 14 | -1.6 | 2 | 6 | 4 | -10 | CC(C)Cc1cc(CN2CCC(CO)(Cc3cccc(C(F)(F)F)c3)CC2)[nH]n1 |
| 4 | 10 | 5 | -5 | -7 | -12 | -0.8 | -6 | -48 | 2 | 1 | CC/C(=N\NC(=O)c1c(C)nc2ccccn12)c1ccccc1 |
| 4 | -65 | -9 | 1 | 0 | 1 | -3.4 | 5 | -5 | -7 | -5 | CCc1nnc(NC(=O)CSc2nnc(-c3ccoc3C)n2-c2ccccc2)s1 |
| 3 | -5 | -2 | 3 | 6 | 12 | -0.1 | 0 | 11 | 7 | 1 | C[C@@H]1CN([C@H](C)CO)C(=O)CCCn2cc(nn2)CO[C@H]1CN(C)S(=O)(=O)c1ccc(-n2cccn2)cc1 |
| 9 | -6 | 6 | 5 | -6 | 4 | -0.5 | -2 | 13 | -6 | 2 | COc1cc(SC)ccc1C(=O)N1CCN(c2ccccc2F)CC1 |
| -18 | -23 | 4 | -1 | -7 | -5 | -0.5 | 9 | -10 | -9 | 5 | COCCn1c(C)cc(/C=C(\C#N)C(=O)OC(C)C(=O)Nc2ccc(NC(C)=O)cc2)c1C (stereo not given) |
| -2 | -9 | 1 | 2 | 0 | 12 | -1.3 | -2 | -22 | -4 | -19 | COc1cccc(-c2nc(CS(=O)(=O)CC(=O)NCCc3ccccc3)c(C)o2)c1 |
| 1 | -4 | 4 | 4 | -8 | 16 | -1.3 | 9 | -21 | -2 | -5 | O=S(=O)(NC1CCCCC1N1CCCCC1)c1ccccc1 (stereo not given) |
| -6 | 9 | 9 | -1 | -15 | -19 | -1.2 | 6 | -7 | 10 | -3 | CC(=O)N1CCc2cc(S(=O)(=O)NCCCN3CCC(C)CC3)ccc21 |
| -5 | 20 | -3 | 0 | -4 | 1 | 1.2 | 9 | 6 | 15 | -6 | Cc1nc2scc(C)n2c(=O)c1S(=O)(=O)N1CCN(c2ccccc2)CC1 |
| 4 | -6 | -67 | 3 | 0 | 8 | -1.8 | 1 | -3 | -4 | 2 | O=C1CCCC(=O)C1C(c1ccc(Cl)cc1)C1C(=O)CCCC1=O |
| -6 | 31 | -5 | 12 | -12 | 18 | -0.1 | 10 | 13 | 5 | 10 | c1ccc(-c2nc(NCCCn3ccnc3)c3ccccc3n2)cc1 |
| 6 | -8 | -6 | 2 | -8 | 14 | 0.6 | 4 | -22 | 4 | 11 | Cc1nc(NC(=O)c2ccc(-c3cc4ccccc4oc3=O)cc2)ccc1Br |
| 1 | 6 | -5 | 0 | 0 | 5 | 0.8 | 15 | -7 | 0 | -2 | CCn1c(S(=O)(=O)O)nc2ccccc21 |
| -1 | -10 | -1 | -3 | 10 | 19 | -1.6 | 4 | 2 | 18 | -3 | Cc1cc2cc(CN(Cc3cccs3)S(=O)(=O)c3ccc4c(c3)OCCO4)c(=O)[nH]c2cc1C |
| -24 | 0 | x | -2 | -8 | -15 | x | x | -29 | -6 | x | COc1cc2oc(=O)cc(CN3CCOCC3)c2cc1Cl |
| -35 | -51 | -7 | -4 | 9 | -12 | -2.4 | 2 | -19 | -66 | -2 | CCc1nnc(NC(=O)CSc2nc3c(cc2C#N)CCC3)s1 |
| -90 | -15 | 13 | 3 | -3 | -12 | 2.8 | -19 | -25 | -8 | -7 | O=C(Cn1cncn1)N/N=C/c1c2ccccc2cc2ccccc12 |
| 7 | 10 | 8 | 6 | 1 | 10 | 1.5 | 8 | 6 | -4 | -2 | CC(C)(C)OC(=O)N1CCC(C(=O)Nc2ccc(C(=O)N3CCCCC3)cc2)CC1 |
| -3 | -15 | 1 | -10 | 5 | 9 | -0.7 | -1 | 6 | 4 | -1 | CC1CCCCC12NC(=O)N(CC(=O)Nc1ccc3c(c1)OCCCO3)C2=O (stereo not given) |
| 11 | -10 | -10 | -4 | -3 | 2 | 0.1 | 20 | -41 | 0 | x | O=C1CCCC2=C1C(c1ccc(O)c(O)c1)c1c(ccc3ncccc13)N2 (stereo not given) |
| 10 | -10 | 66* | -6 | -9 | 8 | -1.0 | 2 | -5 | -18 | 0 | CCOC(=O)c1ccc(NC(=O)CSc2nc(N3CCOCC3)nc(N3CCOCC3)n2)cc1 |

One compound at a time (already shown). Screens in order: COUP-TFII inh	SRC1 inh	LMP1 NFkB inh	ABHD5-PLIN5 inh	NOD2 RIPK2 PPI	SRC3 inh	MC4R ag barr	MC4R antag cAMP	SRC2 inh	NR5A2 inv ag	TLR9-MyD88 block
Cc1cc2cc(CN(Cc3cccs3)S(=O)(=O)c3ccc4c(c3)OCCO4)c(=O)[nH]c2cc1C is entered as -1	-10	-1	-3	10	19	-1.6	4	2	18	-3
O=C(Cn1cncn1)N/N=C/c1c2ccccc2cc2ccccc12 is entered as -90	-15	13	3	-3	-12	2.8	-19	-25	-8	-7
CCn1c(S(=O)(=O)O)nc2ccccc21 is entered as 1	6	-5	0	0	5	0.8	15	-7	0	-2
COc1cccc(-c2nc(CS(=O)(=O)CC(=O)NCCc3ccccc3)c(C)o2)c1 is entered as -2	-9	1	2	0	12	-1.3	-2	-22	-4	-19
C[C@@H]1CN([C@H](C)CO)C(=O)CCCn2cc(nn2)CO[C@H]1CN(C)S(=O)(=O)c1ccc(-n2cccn2)cc1 is entered as 3	-5	-2	3	6	12	-0.1	0	11	7	1

An excerpt, so the mix of outcomes need not match the whole.
